ERp5 inh – blocks human ERp5 reductase activity on insulin; Q15084; ERp5 insulin aggregation, absorbance 650 nm, 90 min; inhibition, % at 9.99 µM; 350,000 tested, 0.05% active;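 active = mean replicate inhibition above about 25%, with every replicate also reaching it, limit read from the data, passing the limit was not always enough; inconclusive = only one of those two criteria met; inactive = neither criterion met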
Target sequence (Q15084 whole entry, looked up): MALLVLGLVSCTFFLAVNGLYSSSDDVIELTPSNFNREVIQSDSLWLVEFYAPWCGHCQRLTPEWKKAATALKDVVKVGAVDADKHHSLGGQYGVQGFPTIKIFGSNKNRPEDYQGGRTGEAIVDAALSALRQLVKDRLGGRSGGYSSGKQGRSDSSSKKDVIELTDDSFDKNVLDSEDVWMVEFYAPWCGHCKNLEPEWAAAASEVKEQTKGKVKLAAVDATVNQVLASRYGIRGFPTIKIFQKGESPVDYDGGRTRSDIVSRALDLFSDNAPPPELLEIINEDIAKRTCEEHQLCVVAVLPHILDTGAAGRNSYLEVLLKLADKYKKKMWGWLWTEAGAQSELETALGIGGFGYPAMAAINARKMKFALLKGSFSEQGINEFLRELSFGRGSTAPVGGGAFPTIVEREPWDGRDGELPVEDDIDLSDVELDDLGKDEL
miR-122 sensor – inhibitors of miR-122 in Huh7 cells. Huh7 miR-122 Renilla luciferase sensor, 48 h; neutral wells = 0, positive control = 100. activation (reporter increase), % at 12.5 µM. 340,000 tested, 0.3% active. AID 602342;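 active = mean replicate activation score at least 90 and every replicate individually at or above 90; inconclusive = only one of the two criteria met; inactive = neither criterion met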;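 also: higher luciferase means less miR-122 activity so hits act as miR-122 inhibitors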
esBAF inh – blocks esBAF chromatin remodeling in mouse ES cells; Bmi1-luciferase knock-in reporter, 24 h; 100% = twice the neutral-well signal; 350,000 tested, 2% active; reporter increase, % at 12.5 µM; AID 602393; in the data active = activation above about 40%; inconclusive = no clear call, values can overlap the other calls;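 also: 0% = median of the plate's neutral control wells and 100% = double that signal; a rise in the Bmi1 reporter signal indicates esBAF inhibition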
Cneo AK release – Cryptococcus neoformans lysis via adenylate kinase release; lysis activity, % at 15 µM; C. neoformans lysis, adenylate kinase release luminescence, 4 h; normalised: neutral wells 0, clomiphene wells 100; 360,000 tested, 0.2% active;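 active = mean lysis activity across replicates of at least 80%, whatever share of replicates individually reach that level; inactive = mean lysis activity below 80%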
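Signal: Adenylate kinase release luminescence | Assay system: Log-phase Cryptococcus neoformans yeast cells | Input: Cells at 5 × 10^6 per mL | Buffer or medium: Fresh YPD growth medium | Compound: Single dose | Schedule: Static 4 h at 37 °C with compound, 1 h detection | Controls: Clomiphene | Read-out: Luminescence rise reflecting yeast cell lysis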
SIRT5 inh – inhibitors of human sirtuin-5 desuccinylase; Purified SirT5, succinyl-peptide AMC, trypsin-coupled fluorescence; inhibition, % at 15 µM; 330,000 tested, 1.1% active; AID 652115; in the data active = inhibition above about 15%; inconclusive = no clear call, values can overlap the other calls
Target sequence (Q9NXA8 whole entry, looked up): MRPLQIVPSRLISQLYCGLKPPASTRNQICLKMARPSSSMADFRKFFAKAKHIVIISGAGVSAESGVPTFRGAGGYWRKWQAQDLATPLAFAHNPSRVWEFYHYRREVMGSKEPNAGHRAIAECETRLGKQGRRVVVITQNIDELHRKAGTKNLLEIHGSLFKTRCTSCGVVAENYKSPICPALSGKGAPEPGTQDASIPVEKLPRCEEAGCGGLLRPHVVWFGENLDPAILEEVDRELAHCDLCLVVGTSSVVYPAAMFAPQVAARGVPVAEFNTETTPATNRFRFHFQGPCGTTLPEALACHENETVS
ARNT TACC3 PPI – ARNT/TACC3 interaction disruption; inhibition, % at 9.99 µM; AID 623870; AlphaScreen His-ARNT PAS-B/GST-TACC3 binding, luminescence; TACC3 fragment carries E629A point mutation; 390,000 tested, 0.66% active;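 active = mean inhibition of replicates at least 50% and at least half of replicates each reaching 50%; inconclusive = half or more replicates reach 50% but mean below 50%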;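 also: 0% = complete ARNT plus TACC3 wells and 100% = ARNT alone without TACC3; many hits fall short of the cut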
C2C12 statin – suppressors of simvastatin-induced myotoxicity in C2C12 myotubes | ATP luminescence, 48 h; scaled: DMSO 0, geranylgeraniol control 100 | rescue of ATP level, % at 7.49 µM | 330,000 tested, 0.78% active;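 active = mean ATP rescue above about 67%, or every replicate alone reaching that limit, limit read from the data, passing the limit was not always enough; inconclusive = no clear call, values can overlap the other calls; inactive = mean under the limit and some replicate under it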;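 also: myotubes were challenged with 10 µM simvastatin during compound exposure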
Numbers without * were called inactive; ? = inconclusive; / = not tested or not shown; [ ] = dose if it differs, or a comment.

A first look, 6 compounds:
SMILES	ERp5 inh	miR-122 sensor	esBAF inh	Cneo AK release	SIRT5 inh	ARNT TACC3 PPI	C2C12 statin
C[C@@H]1CN([C@H](C)CO)C(=O)c2cc(C#Cc3cccc(F)c3)cnc2O[C@H]1CN(C)C(=O)C1CCOCC1	/	-7[16.7 µM]	1	/	/	/	-4
CC(C)Cn1c(N)c(/C=N/NC(=O)c2ccc(Cl)cc2)c(=O)n(C)c1=O	0	-3	-4	4	-5	5	-11
CN(C)c1cc[n+](/C(C(=S)Nc2ccc(SC(F)F)cc2)=C(/[O-])c2ccccc2)cc1	-10	2	6	1	-4	-5	-25
COc1ccccc1NC(=O)C1=C(C)NC(=O)NC1c1ccc(C)cc1 (stereo not drawn)	0	5	-3	0	-5	-8	10
O=c1[nH]c2cc([N+](=O)[O-])ccc2c2cc(Br)ccc12	1	41	-14	0	/	/	11
O=C1N=C2SCCN2/C1=C\c1ccc(Cl)cc1	/	-2	-15	-4	/	-3	/

This part in full, previewed entries included:
SMILES	ERp5 inh	miR-122 sensor	esBAF inh	Cneo AK release	SIRT5 inh	ARNT TACC3 PPI	C2C12 statin
C[C@@H]1CN([C@H](C)CO)C(=O)c2cc(C#Cc3cccc(F)c3)cnc2O[C@H]1CN(C)C(=O)C1CCOCC1	/	-7[16.7 µM]	1	/	/	/	-4
CC(C)Cn1c(N)c(/C=N/NC(=O)c2ccc(Cl)cc2)c(=O)n(C)c1=O	0	-3	-4	4	-5	5	-11
CN(C)c1cc[n+](/C(C(=S)Nc2ccc(SC(F)F)cc2)=C(/[O-])c2ccccc2)cc1	-10	2	6	1	-4	-5	-25
COc1ccccc1NC(=O)C1=C(C)NC(=O)NC1c1ccc(C)cc1 (stereo not drawn)	0	5	-3	0	-5	-8	10
O=c1[nH]c2cc([N+](=O)[O-])ccc2c2cc(Br)ccc12	1	41	-14	0	/	/	11
O=C1N=C2SCCN2/C1=C\c1ccc(Cl)cc1	/	-2	-15	-4	/	-3	/
O=C(CN(Cc1ccc(F)cc1)C(=O)CCC(=O)Nc1nccs1)NCc1ccccc1	2	-5	-2	-1	0	-5	2
COc1ccc(CC(=O)N/N=C\c2cc(Br)c(O)c(Br)c2)cc1	3	/	-12	-2	-2	0	3
Cc1cc(C)nc(N/N=C/c2cccc([N+](=O)[O-])c2)n1	12	0	/	18	7	1	/
CC1CC(C)CN(CCCNC(=O)c2cc3c(=O)[nH]c4ccccc4c3n2C)C1 (stereo not drawn)	-1	/	/	/	-8	-5	/
C[C@@H]1CN([C@@H](C)CO)C(=O)c2cc(NC(=O)Nc3ccccc3)ccc2O[C@@H](C)CCCCO[C@H]1CN(C)Cc1ccccc1	3	4[16.7 µM]	-1	4	3	9	/
CCCN(CCC)S(=O)(=O)c1ccc(C)cc1	3	-5	-3	-3	-1	-3	0
Cc1noc(C)c1S(=O)(=O)N(C)C[C@H]1OCCCC[C@H](C)Oc2ccc(NC(=O)Cc3ccccc3)cc2C(=O)N([C@@H](C)CO)C[C@H]1C	0	-2[16.7 µM]	1	-2	-4	-7	/
C[C@@H]1CN([C@@H](C)CO)C(=O)c2cc(NC(=O)c3ccncc3)ccc2O[C@@H]1CN(C)C(=O)NC1CCCCC1	6	2[16.7 µM]	-4	5	0	-6	3
C[C@@H]1CN([C@H](C)CO)C(=O)c2cccc(NC(=O)Nc3ccc(F)cc3)c2O[C@H]1CN(C)Cc1ccncc1	-3	2[16.7 µM]	1	54	/	/	58
COc1ccccc1Nc1nc(-c2cccnc2)cs1	-1	-10	44*	-6	0	-3	-32
CCCCC(=O)N(C)c1c(C)nc2ccc(C(=O)N3CCCCC3)cn12	-1	-1	-6	-1	/	/	-2
O=C(O)c1nn(-c2ccc(F)cc2)ccc1=O	-1	2	3	2	0	-21	2
COc1ccc(-c2ccc(CN3C(C)C(=O)N(Cc4cn(CCC5OCCO5)nn4)CCS3(=O)=O)cc2)cn1 (stereo not drawn)	3	-3	5	-2	2	/	-2
Cc1oc2ccc(OC(=O)c3cccs3)cc2c1C(=O)OC(C)C	-1	/	17	-2	-1	-12	/
CC(C)C[C@@H](CSc1ccccc1)N1CCN(C)CCC1=O	-3	-1	0	1	/	-14	-3
OC[C@@H]1CN(Cc2ccccc2)C[C@H](n2cnc3c(NCc4ccncc4)ncnc32)O1	3	-1	-5	0	/	/	-28
Cc1ccc2cc(C3CC(c4ccco4)=NN3C(=O)CCCC(=O)O)c(Cl)nc2c1 (stereo not drawn)	-1	0	-2	0	5	-2	8
Cn1c(SCc2c(Cl)cccc2Cl)nnc1-c1cccs1	/	1	48*	-3	/	-1	-17
COc1ccc(CCN2C(=NC(C)=O)SC3CS(=O)(=O)CC32)cc1OC (stereo not drawn)	-4	1	-1	-2	0	-5	15

(cont.)
SMILES	ERp5 inh	miR-122 sensor	esBAF inh	Cneo AK release	SIRT5 inh	ARNT TACC3 PPI	C2C12 statin
C[C@H]1CN([C@@H](C)CO)C(=O)Cc2cc(NC(=O)CCCN(C)C)ccc2O[C@@H]1CN(C)S(=O)(=O)c1cccs1	/	4[16.7 µM]	1	0	/	0	-38
COC(=O)C1CCN(C(=O)NC2CCCCC2)CC1	2	-3	-5	3	-5	-4	-7
CN(C)CC(=O)N1[C@H](C(=O)NC2CCC2)[C@@H](CO)[C@@H]2Cn3c(ccc(-c4ccc(F)cc4)c3=O)[C@@H]21	-9	-5[16.7 µM]	-4	5	-10	-11	4
CCCCCc1cc(=O)oc2c(C(CCN3CCCCC3)c3cc(OC)c(OC)c(OC)c3)c(OC)cc(OC)c12 (stereo not drawn)	2	-11	-62	-4	/	14	-44
CCOn1c(=O)c(-c2cccc3ccccc23)[n+]([O-])c2ccccc21	4	1	-2	-3	2	-10	-12
COc1ccc(NC(=S)N2CCN(S(=O)(=O)c3ccc(F)cc3)CC2)cc1OC	3	14	-8	-2	8	4	1
C=CCN=C1NN=C(c2cc(C)n(CCOC)c2C)CS1	3	/	/	/	0	7	/
Cc1noc(C)c1S(=O)(=O)Nc1ccc2c(c1)C(=O)N([C@H](C)CO)C[C@H](C)[C@@H](CN(C)C(=O)Nc1ccc(C(F)(F)F)cc1)OCCCC[C@@H](C)O2	0	-5[16.7 µM]	-5	9	9	2	/
COc1ccc(NS(=O)(=O)c2cc(-c3nnnn3C)ccc2OC)cc1	/	1	-10	1	/	-2	1
CNC[C@@H]1Oc2cc(C#CC3(O)CCCC3)ccc2S(=O)(=O)N([C@@H](C)CO)C[C@@H]1C	-2	10[16.7 µM]	-2	-3	3	-2	3
O=C(c1ccc(=O)oc1)N1CCC(C(O)(c2ccccc2)c2ccccc2)CC1	-2	2	1	-1	-5	-5	1
Cc1noc(C)c1NC(=O)Nc1ccc2c(c1)C(=O)N([C@H](C)CO)C[C@H](C)[C@@H](CN(C)C(=O)Nc1cccc3ccccc13)OCCCC[C@H](C)O2	/	4[16.7 µM]	1	-1	/	1	/
CCOc1ncccc1C(=O)Nc1cccc(-c2nnc3n2CCCCC3)c1	-5	-4	-5	3	3	3	6
O=C(COC(=O)CSc1ccccc1)NNC(=O)c1ccc([N+](=O)[O-])cc1	2	0	-3	4	-1	12	-1
COc1ccc(NC(=O)c2ccc(Cl)c(S(=O)(=O)NCC3CCCO3)c2)c(OC)c1 (stereo not drawn)	-17	/	10	5	0	6	13
COc1cc(C(C)=O)ccc1COc1ccc(C(=O)O)cc1OC	-2	/	/	/	0	-5	/
C#CCOCCOCCOCCNc1nc(N2CCN(C(=O)CCCCCCCCCCNC(=O)Cn3cc(C[C@@H](C)O)nn3)CC2)nc(N2CCN(C(=O)CCCCCCCCCCNC(=O)[C@@H](CCC(=O)O)n3cc(CCCCCN)nn3)CC2)n1	7	-5	16	4	3	-5	23
CCOC(=O)C1(Cc2ccccc2Cl)CCN(S(C)(=O)=O)CC1	-1	/	/	/	-1	-1	/
COc1ccc(S(=O)(=O)N(C)C[C@@H]2OCCCC[C@H](C)Oc3ccc(NS(=O)(=O)c4ccc(F)cc4)cc3C(=O)N([C@H](C)CO)C[C@H]2C)cc1	-6	5[16.7 µM]	6	-2	19*	-1	-7
COc1ccc(NC(=O)N2CCCC2C(=O)Nc2ccccc2F)cc1 (stereo not drawn)	7	14	-6	-3	-1	0	6
COc1cc(/C=C/C(=O)c2ccc(F)cc2)cc(OC)c1OC	0	-3	2	2	2	2	-5
O=C(CCCOc1ccc(Cl)cc1Cl)n1nnc2ccccc21	2	-1	-2	-3	-1	6	8
COc1cccc(-c2csc(N3CCN(C(=O)Nc4ccc(F)cc4)CC3)n2)c1	/	0	3	2	/	5	8
CN(C(=S)NC(=O)Cc1ccccc1)c1ccccc1	0	/	/	/	-2	-19	/
Cc1cc(C(=O)O)cc(S(=O)(=O)Nc2ccccc2C(=O)NC(C)c2ccccc2)c1C (stereo not drawn)	4	-1	0	-1	-1	1	0

(next part)
SMILES	ERp5 inh	miR-122 sensor	esBAF inh	Cneo AK release	SIRT5 inh	ARNT TACC3 PPI	C2C12 statin
CCC(=O)Nc1nc(C)c(C(=O)NC2CCCCC2)s1	/	-19	-6	-2	/	-2	-7
CCCNC(=O)Nc1ccc2c(c1)C(=O)N(C)[C@H]1CC[C@@H](CC(=O)OC)O[C@H]1CO2	-1	0[16.7 µM]	2	2	-2	-10	13
COc1ccc(-c2nnn(CC(=O)N(Cc3ccccc3Cl)C(C(=O)NCC3CCCO3)c3ccco3)n2)cc1OC (stereo not drawn)	/	62	1	-1	/	/	24
CCC(=O)n1nc(-c2ccccc2)nc1SCC(=O)Nc1ccc(C)cc1	/	-1	1	-1	/	-19	-5
Cc1ccc(/C=N/NC(=O)Cc2c(F)cccc2Cl)s1	1	3	38	-1	-12	-2	0
CCCn1cc(SCC(=O)NCc2ccc3c(c2)OCO3)c2ccccc21	5	8	-2	3	0	-5	6
COCC(=O)N1CCCCN2[C@H](CO)[C@H](c3ccc(-c4ccc(F)cc4)cc3)[C@H]2C1	6	6[16.7 µM]	/	-1	-1	-2	/
Cc1cc(C)c(C)c(S(=O)(=O)N2CCN(C(=O)c3ccco3)CC2)c1C	1	-6	/	-3	2	/	/
O=C(NNC(=S)NC1CCCCC1)c1ccccc1Br	-3	3	18	1	0	6	-7
N#Cc1ccc(NC(=O)COC(=O)CCc2nc3ccccc3c(=O)[nH]2)cc1	3	-2	-8	1	-11	4	0
Cc1cc(OCC(=O)NCc2nc(-c3ccccc3)no2)c(C)cc1Br	/	-2	5	0	/	2	/
O=C(c1ccc2c(=O)n(Cc3ccco3)c(=S)[nH]c2c1)N1CCN(Cc2ccccc2)CC1	/	-7	8	-1	/	-3	1
COc1cccc(CN2CCC(C(=O)Nc3ccc(-c4cccc(C)c4)cc3)CC2)c1O	-3	-9	-5	6	4	1	23
O=C(/C=C/c1ccco1)NCc1ccc2c(c1)OCO2	4	2	1	-8	-1	5	12
CCOC(=O)[C@H]1[C@H]2COc3ccccc3[C@@H]2N2C(=O)c3ccccc3NC(=O)[C@@]12C	1	-1	-6	1	-6	-5	4
CC(C)[C@H](C)NC(=O)N(C)C[C@H]1OCc2ccccc2-c2c(n(C)c3ccccc23)C(=O)N([C@H](C)CO)C[C@H]1C	12	/	6	-2	2	11	-8
O=C(OCC(=O)c1ccccc1Cl)C1=NN(c2ccccc2)C(=O)CC1	2	-6	?	1	-2	2	12
COCC(=O)Nc1ccc2c(c1)OC[C@H](C)N(Cc1cccnc1)C[C@@H](C)[C@H](OC)CN(C)C2=O	-1	/	-3	1	0	7	1
CCn1nc(C)cc1C(=O)NC1CCCc2c1cnn2-c1cc(F)cc(F)c1 (stereo not drawn)	3	-3	/	0	4	2	/
O=C1OCCN1C(=O)[C@H]1[C@H](c2ccc([N+](=O)[O-])cc2)C(c2ccccc2)=NN1c1ccccc1	4	2	-1	-1	2	7	22
O=C(O)C1CCCCC1C(=O)NC(c1ccccc1)c1ccccc1 (stereo not drawn)	-6	/	/	/	3	-11	/
C/C(=N\NC(=O)c1ccccc1F)c1cccc(NC(=O)c2ccccc2)c1	-9	-2	/	5	-4	-78	/

High-throughput results (PubChem)

Random draw from the library; overall some 4% were active at least once.
